Compound activity deposited in PubChem BioAssay by several laboratories.
TPT1 inh = Candida albicans TPT1 enzyme inhibitors, primary screen, biochemical, fluorescence polarization; hit rate 0.81% among 300,000; recombinant caTPT1, FP RNA substrate dephosphorylation; tRNA 2'-phosphotransferase TPT1 (Candida albicans SC5314); inhibition, % at 5 µM;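 active = inhibition above the mean of all tested compounds plus 3 SD, set per screening campaign, cut at about 24% in these data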;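 note: plate controls were DMSO alone for no effect and ferristatin control at 100 nM for full effect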
HCV core dimer = inhibitors of HCV core protein dimerization, primary screen, biochemical, TR-FRET, high-throughput | TR-FRET GST/Flag-core106 dimerization, 1536-well | hit rate 0.33% among 300,000 | AID 1899, 2009 | inhibition, % at 5 µM;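 active = inhibition above the mean of all tested compounds plus 3 SD, set per screening campaign, cut at about 45% in these data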
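Material: GST/Flag-tagged HCV core106 proteins. Incubation: 4 h, 22.5 °C incubation. Read-out basis: inhibition (%) from 671 over 617 nm ratio. Measured by: TR-FRET, excitation 340 nm, emission 617 and 671 nm.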
JMJD2C inh = inhibitors of GASC-1 histone demethylase, primary screen, biochemical, fluorescence, DELFIA europium. Lysine-specific demethylase 4C (Homo sapiens), Q9H3R0. GST-JMJD2C(1-420) H3K9me3 demethylation. inhibition, % at 2.35 µM. hit rate 0.069% among 330,000. AID 2099, 2009;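 active = more than half of a compound's replicate wells show inhibition beyond 50%, single wells judged on their own value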;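 note: signal counts dimethyl H3K9 product captured on neutravidin plate; 0% = median of DMSO wells and 100% = 0.3 times that DMSO median; strong numbers were not always called active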
Target sequence (Q9H3R0 1-420 limits assumed): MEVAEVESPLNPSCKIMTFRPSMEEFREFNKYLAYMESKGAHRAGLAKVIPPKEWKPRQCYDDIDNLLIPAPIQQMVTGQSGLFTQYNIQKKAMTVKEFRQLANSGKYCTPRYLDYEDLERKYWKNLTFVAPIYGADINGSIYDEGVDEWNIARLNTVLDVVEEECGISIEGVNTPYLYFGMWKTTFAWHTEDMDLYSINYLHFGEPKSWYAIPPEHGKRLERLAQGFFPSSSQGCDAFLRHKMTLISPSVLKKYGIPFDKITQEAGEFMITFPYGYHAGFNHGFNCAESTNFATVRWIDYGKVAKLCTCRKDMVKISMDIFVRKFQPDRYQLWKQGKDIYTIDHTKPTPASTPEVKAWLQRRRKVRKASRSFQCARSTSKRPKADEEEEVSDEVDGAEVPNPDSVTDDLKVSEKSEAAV
EBNA-1 inh = EBNA-1 DNA-binding inhibitors, primary screen, biochemical, fluorescence polarization | inhibition, % at 14.8 µM | hit rate 0.34% among 300,000; in the data active = inhibition above about 28%
ZTA DNA inh = counter-screen for EBNA-1 inhibitors: inhibitors of Epstein-Barr virus ZTA. P03206. ZTA-DNA binding, fluorescence polarization. inhibition, % at 11 µM. hit rate 0.15% among 320,000. AID 2234; in the data active = inhibition above about 33%
Target sequence (P03206 whole entry, looked up): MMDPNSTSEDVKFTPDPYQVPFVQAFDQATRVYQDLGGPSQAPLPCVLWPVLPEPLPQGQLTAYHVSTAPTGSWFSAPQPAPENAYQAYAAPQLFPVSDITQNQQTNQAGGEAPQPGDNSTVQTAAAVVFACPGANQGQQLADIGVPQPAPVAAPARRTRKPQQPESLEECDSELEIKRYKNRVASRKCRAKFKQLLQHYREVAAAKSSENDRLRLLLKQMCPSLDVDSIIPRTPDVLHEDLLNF
PP5 inh = PP5 phosphatase inhibitors, primary screen, biochemical, fluorescence. Serine/threonine-protein phosphatase 5 (Homo sapiens), P53041. purified PP5c, OMFP substrate fluorescence. inhibition, % at 6.7 µM. hit rate 0.18% among 320,000. AID 1987, 2009;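 active = inhibition above the campaign's mean inhibition across all tested compounds plus 3 SD, cut at about 9.5% in these data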;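 note: 0% = DMSO only and 100% = 100 µM cantharidin control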
CR mimetic SO = reduction of superoxide in aged yeast, primary screen, HTS; hit rate 0.18% among 330,000; superoxide response (% of plate mean), % at 10 µM; S. cerevisiae aged cells, superoxide DHE fluorescence; active compounds read low;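 active = superoxide response under a set limit, about three screen SD below normal, cut at about 65% in these data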;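 note: yeast aged for seven days with compound at 30 °C before DHE staining; 100% = average MFI of all compound-treated wells on the plate with controls excluded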
PP1 counter = PP1-alpha phosphatase inhibitors, primary screen, counter-screen for PP5 inhibitor project, biochemical, fluorescence, OMFP substrate, single point | AID 2235, 2010 | inhibition, % at 6.7 µM | Serine/threonine-protein phosphatase PP1-alpha catalytic subunit (Homo sapiens), P62136 | hit rate 0.9% among 320,000 | purified PP1alpha;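 active = inhibition above the mean inhibition of all tested compounds plus 3 SD, computed separately for each screening campaign, cut at about 15% in these data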
Target sequence (P62136 whole entry, looked up): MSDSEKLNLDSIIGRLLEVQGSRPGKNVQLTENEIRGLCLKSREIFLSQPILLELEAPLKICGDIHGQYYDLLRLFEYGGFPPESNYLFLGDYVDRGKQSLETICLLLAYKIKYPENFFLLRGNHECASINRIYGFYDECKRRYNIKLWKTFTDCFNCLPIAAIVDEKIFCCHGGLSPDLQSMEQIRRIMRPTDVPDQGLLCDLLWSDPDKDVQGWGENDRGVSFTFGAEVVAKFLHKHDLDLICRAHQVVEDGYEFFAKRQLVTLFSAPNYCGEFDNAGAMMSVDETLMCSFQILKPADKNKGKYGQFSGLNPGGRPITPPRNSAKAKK
Fh CTSL1 inh = Fasciola hepatica cathepsin L1 inhibitors, primary screen, counter-screen for PFM18AAP inhibitor project, biochemical, QFRET, fluorogenic peptide substrate; recombinant F. hepatica cathepsin L1, Z-Leu-Arg-MCA fluorescence; inhibition, % at 5.96 µM; hit rate 0.49% among 300,000; AID 1906, 2009;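 active = inhibition above the mean of all tested compounds plus 3 SD, set per screening campaign, cut at about 17% in these data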;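 note: 0% = plate median of test compound wells and 100% = 1 µM Z-Phe-Ala-diazomethylketone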
The depositor's hits bear a star; i = inactive; x = not tested or not shown. Rows were taken by chance (roughly 3.1% active in at least one column).

SMILES	TPT1 inh	HCV core dimer	JMJD2C inh	EBNA-1 inh	ZTA DNA inh	PP5 inh	CR mimetic SO	PP1 counter	Fh CTSL1 inh
COc1ccc(C(C(=O)NC2CCCCC2)N(C(=O)c2sc(C)nc2C)c2ccccc2)cc1 (centres undefined)	-0.4	11.7	2.3	1.1	4.9	1.2	92.7	2.3	-1.8
COc1ccccc1NC(=O)c1ccccc1NC(=O)c1cc(Cl)ccc1NC(=O)c1ccco1	-2.7	16.5	10.5	-14.5	-0.8	5.1	83.0	-1.3	1.7
COc1ccccc1CNc1ncnc2nc[nH]c12	1.3	2.4	-3.8	3.1	-15.1	-1.5	105.3	-2.9	1.7
CCCC(=O)c1cc2c(cc1NC(=O)CC)OCCO2	-3.6	-9.9	9.4	-0.5	-15.6	1.1	96.8	-0.1	1.0
Cc1cccc(NC(=S)N2CCCCC2)c1	2.0	-6.7	7.6	0.1	-10.7	2.1	101.9	-4.2	-1.8
O=C(Nc1cccc2nsnc12)c1cccnc1Cl	-2.8	-2.2	3.8	7.8	8.7	-0.3	98.8	-3.8	-1.9
O=C(NNC(=O)C12CC3CC(CC(C3)C1)C2)c1ccccc1[N+](=O)[O-]	1.2	4.4	-5.3	0.1	4.9	3.5	94.7	-0.8	-0.8
CN1C(=O)c2ccc(C(=O)NCc3ccc4c(c3)OCO4)cc2C1=O	-1.4	-2.5	5.1	10.4	1.6	0.0	101.6	-0.9	-3.0
CN(CC(=O)Nc1ccc(Cl)cc1)C(=O)CCNC(=O)c1ccc(Cl)cc1	x	x	-3.9	x	16.6	2.2	107.6	1.2	x
Cc1ccc(Cl)cc1NC(=O)Cn1c(C)csc1=O	x	x	5.4	x	-24.6	1.5	101.3	1.1	x
NC(=O)c1ccccc1	-0.8	-10.2	-3.9	-5.5	-4.4	2.3	99.9	-1.5	-6.6
O=C(c1ccc(OC(F)(F)F)cc1)c1ncc[nH]1	0.7	-5.7	i	-3.9	-1.6	0.9	126.2	-2.1	-4.3
COc1ccc2nc(N3CCCC(C(=O)NCCCN4CCN(C)CC4)C3)sc2c1 (centres undefined)	1.9	-0.8	5.9	-11.5	-5.8	1.9	103.0	-0.9	0.4
O=C(NCCc1cccs1)C1CC(c2c(Cl)cccc2Cl)=NO1 (centres undefined)	-0.6	-4.2	0.2	4.8	-8.0	1.0	x	-0.9	-2.4
Cc1ccccc1SC1CCN(Cc2nc(C3CC3)no2)CC1	1.8	-0.3	6.2	-1.0	-5.2	3.3	92.5	-2.8	-2.0
Cc1ccc(CNC(=O)CCS(=O)(=O)c2ccc3c(c2)NC(=O)CO3)cc1	3.1	-0.9	141.6	3.5	14.9	-1.9	97.1	-1.4	2.2
CNS(=O)(=O)c1ccc2ccccc2c1	0.5	-2.2	2.6	-10.6	1.9	-0.8	95.5	-4.6	-4.2
Cc1cccc(-n2nc3c(c2NC(=O)C(C)C)CSC3)c1	-0.8	1.1	-10.3	2.1	-0.1	1.8	82.8	0.6	-1.0
O=C(CSc1nc2c([nH]c3ccccc32)c(=O)n1-c1ccccc1)N1CCOCC1	-2.6	-19.5	-3.8	18.1	-10.2	-0.2	100.0	8.7	-4.7
CCc1nnc(NC(=O)C2CC(=O)N(C3CCCCC3)C2)s1 (centres undefined)	-2.5	-5.1	-32.1	1.3	-1.3	-1.8	93.6	-0.8	2.1
Cc1ccc(-c2cc(C(=O)Nc3cc(C(=O)O)ccc3C)c3ccccc3n2)cc1	-3.0	4.1	-16.0	-1.1	7.1	0.0	96.8	-1.0	3.0
O=C(CSc1nccn1Cc1ccccc1)NC1CCCC1	-2.5	9.8	3.5	-1.1	3.8	0.6	91.7	0.0	-3.3
CC(C)C1OC2(C)OC(=N)C1(C#N)C(C#N)(C#N)C2c1ccccc1 (centres undefined)	-14.6	6.1	-12.7	11.9	1.5	0.5	97.3	2.7	5.8
O=S(=O)(NCc1ccccn1)c1ccc(Cl)s1	3.3	-1.9	2.2	-14.5	6.1	2.2	92.2	-2.2	-2.2
COc1ccc(N(CC(=O)NCc2ccc(Cl)cc2)S(=O)(=O)c2c(C)nn(C)c2C)cc1	3.7	7.1	3.2	-5.2	-0.2	3.0	129.9	1.5	0.0
CCC1(C)Cc2c(sc(NC(=O)CCC(=O)O)c2C#N)CO1 (centres undefined)	-1.6	-3.0	-1.1	5.7	-10.1	1.3	95.1	-2.3	4.2
COc1ccc(/C=C(\NC(=O)c2ccccc2)C(=O)N/N=C/c2sccc2C)cc1	2.3	18.7	3.5	-0.5	1.7	3.9	91.7	0.6	4.6
C/C(CC(=O)NC12CC3CC(CC(C3)C1)C2)=N\NC(=O)c1ccc(C)cc1	0.3	-0.3	-2.3	0.7	3.3	-2.2	102.5	2.8	-8.4
COc1ccc(-c2c3c(cc(C)[n+]2[O-])oc2ccc(OC)cc23)cc1	0.5	-2.2	-4.1	2.6	7.8	-1.4	93.5	-1.3	4.0
O=C(c1ccc2c(c1)C(=O)N(Cc1ccco1)C2=O)N1CCOCC1	0.0	1.8	-2.4	2.7	-12.5	-0.8	80.3	1.0	-17.5

In another format: two of the compounds above.
C/C(CC(=O)NC12CC3CC(CC(C3)C1)C2)=N\NC(=O)c1ccc(C)cc1
  TPT1 inh: 0.3; HCV core dimer: -0.3; JMJD2C inh: -2.3; EBNA-1 inh: 0.7; ZTA DNA inh: 3.3; PP5 inh: -2.2; CR mimetic SO: 102.5; PP1 counter: 2.8; Fh CTSL1 inh: -8.4

COc1ccc(-c2c3c(cc(C)[n+]2[O-])oc2ccc(OC)cc23)cc1
  TPT1 inh: 0.5; HCV core dimer: -2.2; JMJD2C inh: -4.1; EBNA-1 inh: 2.6; ZTA DNA inh: 7.8; PP5 inh: -1.4; CR mimetic SO: 93.5; PP1 counter: -1.3; Fh CTSL1 inh: 4.0

The list goes on:
SMILES	TPT1 inh	HCV core dimer	JMJD2C inh	EBNA-1 inh	ZTA DNA inh	PP5 inh	CR mimetic SO	PP1 counter	Fh CTSL1 inh
COc1ccc(-c2cc(N)n(S(=O)(=O)c3c(F)c(F)c(F)c(F)c3F)n2)cc1OC	2.1	8.9	-1.4	-12.8	-3.2	5.5	116.2	-4.8	2.0
Cc1c(C)n(Cc2ccccc2)c2ccc(C(=O)NCCN3CCOCC3)cc12	-0.2	5.3	-0.8	-5.6	-0.5	1.6	99.9	-1.6	0.4
COc1ccc(OCC(O)Cn2c(=N)n(CCN3CCCCC3)c3ccccc32)cc1 (centres undefined)	-5.9	-4.5	x	-0.8	-3.9	-0.6	92.9	-1.4	-3.4
CCN(CC)S(=O)(=O)c1cccc(N=NC2=C(O)CCCC2=O)c1	-3.4	24.1	1.1	-4.0	-9.6	-1.8	97.1	56.8*	2.3
COc1cc(OC)c(S(=O)(=O)N2CCCCC2)cc1S(=O)(=O)N1CCCCC1	-8.4	1.3	18.6	2.3	0.3	1.2	90.6	4.0	-0.8
Cc1cc([N+](=O)[O-])ccc1NC(=O)C(C)[n+]1ccccc1 (centres undefined)	-2.9	-12.2	14.8	2.6	17.0	1.4	82.7	-4.9	-3.4
O=C(Nc1nc2ccc([N+](=O)[O-])cc2s1)C1CCCO1 (centres undefined)	3.8	0.2	-4.7	3.0	0.3	3.4	94.3	-0.3	3.0
Cc1onc(-c2ccccc2Cl)c1C(=O)Nc1nn[nH]n1	-1.6	-0.5	5.5	-5.9	3.2	2.0	100.9	-1.0	-3.8
COc1ccccc1C(=O)n1nc(-c2ccc(Cl)cc2)nc1N	0.8	2.7	2.0	-8.2	-10.7	4.8	107.2	-1.6	3.4
CCOC(=O)Nc1ccc2c(CNC(C)c3ccccc3OC)cc(=O)oc2c1 (centres undefined)	-3.2	10.5	-8.5	9.5	20.0	-0.1	92.4	0.1	-1.2
CC1CCCN(C(=O)COC(=O)c2ccc[nH]c2=O)C1 (centres undefined)	-0.8	0.4	-0.7	3.2	-0.3	0.5	95.7	-0.6	-2.2
CC(=O)n1cc([C@@H]2C=C(C(=O)N3CCOCC3)O[C@H](OCc3ccc(CO)cc3)C2)c2ccccc21	-1.6	-4.2	-3.1	4.5	-6.0	2.2	103.2	2.3	-3.8
CC(NC(=O)COc1cccc(Br)c1)C(=O)O (centres undefined)	1.0	-0.8	-0.4	5.1	13.7	-0.1	88.4	-4.4	-5.8
Cn1c(N)c(C(=O)COC(=O)c2ccnc3ccccc23)c(=O)n(C)c1=O	0.3	-0.5	-9.3	-12.6	2.5	3.7	x	-4.4	1.6
COc1ccccc1CNC(=O)COC(=O)CCC(=O)c1cccs1	-1.4	3.6	-12.4	5.2	-2.0	1.8	112.3	-5.5	-65.5
COc1cccc(C(=O)NN2C(=S)N(c3ccccc3)C(=O)C2CC(N)=O)c1 (centres undefined)	2.6	0.1	19.4	-3.7	4.3	2.9	112.2	-1.5	7.3
CCCCn1nc(NC(=O)c2cccs2)c2cc3ccccc3nc21	0.1	-6.2	5.3	0.4	-10.2	7.7	65.0*	-2.5	-0.2
O=C(Nc1ccccc1)C1=C[C@@H](c2ccc(C(F)(F)F)cc2)C[C@@H](OCc2ccc(CO)cc2)O1	-0.1	3.1	-2.9	1.3	0.9	5.8	x	8.7	3.8
COc1ccc(C(=O)Nc2ccc(S(=O)(=O)NC(C)(C)C)cc2)cc1[N+](=O)[O-]	3.0	-0.1	-4.7	-2.8	-13.1	2.2	96.5	1.0	0.4
O=C(Nc1ccccc1)C1=C[C@H](c2csc3ccccc23)C[C@H](OCc2ccc(CO)cc2)O1	-1.1	23.2	-4.9	1.9	9.9	2.5	100.8	-0.8	2.1
CCN(CC)c1ccc(/C=C2/C(=O)c3ccc(C(=O)O)cc3C2=O)cc1	136.2*	-7.4	-2.5	-1.8	11.0	-1.6	94.0	-8.1	5.3
Cn1c(=O)[nH]c(=O)c2c1nc(N1CCCCC1)n2CC(O)COc1ccccc1 (centres undefined)	0.3	2.9	-9.8	-0.8	12.4	-0.1	100.3	2.7	-4.2
Cc1cccc(OCC(=O)Nc2ccc(NC(=O)c3ccccc3)cc2)c1	-0.9	17.4	0.7	6.1	7.4	1.1	115.0	-2.4	-1.0
O=C(CSc1nnc2n1CCCN2)c1ccc(Cl)cc1	-1.2	-7.0	18.0	-3.0	-1.5	0.9	84.2	1.5	-0.5
CCc1ccc(OCC(=O)NC(NC(=S)Nc2ccccc2)C(Cl)(Cl)Cl)cc1 (centres undefined)	-0.2	1.4	13.2	1.8	-11.3	1.6	98.9	5.2	5.7
O=C(NCCc1ccccc1)C(=O)NCC1OCCCN1S(=O)(=O)c1cc(F)ccc1F (centres undefined)	1.8	4.0	2.9	-7.8	-2.4	-1.7	97.4	-1.7	0.9
CC12CCC(C(=O)NNc3ccc([N+](=O)[O-])cc3)(OC1=O)C2(C)C (centres undefined)	-0.5	4.0	12.2	-5.3	-3.3	1.0	85.1	-1.4	0.2
O=C(NNC(=S)NCc1ccco1)C(c1ccccc1)c1ccccc1	-5.6	1.2	8.7	0.2	7.0	-4.7	114.0	1.3	1.4
